BL2 CD40 inh: CD40 pathway inhibition in BL2 cells. BL2 NF-kB luciferase reporter, CD40L-induced, 4 h. inhibition, % at 10 µM. 83,000 tested, 0.94% active. AID 1053188;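 active means mean inhibition of at least 50% with a set share of replicates also reaching that level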;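 further: 0% = neutral control wells and 100% = IKK inhibitor VII at 50 µM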
* = called active by the depositor; [ ] = dose if it differs, or a comment. Not all compounds are listed, so the mix of outcomes need not match the whole.

SMILES	BL2 CD40 inh
O=C(CNc1cc(S(=O)(=O)N2CCOCC2)ccc1N1CCCC1)NCc1ccco1	8
Cc1cnc(N=Nc2ccccc2)[nH]1	-59
O=C(C1CCOCC1)N1CC(=O)N2[C@H](CO)[C@H](c3ccc(C#CC4CCCC4)cc3)[C@H]2C1	10
CS(=O)(=O)N1[C@H](C#N)[C@H](c2ccccc2-c2ccccc2)[C@H]1CO	-30[25 µM]
CN(CC(=O)C(C(N)=O)c1ccccc1)c1ccccc1 (stereo not drawn)	-7
COCC(=O)N1C[C@H]2[C@@H](c3ccccc31)[C@@H](CO)N2C(=O)C1CCCCC1	3
O=C(Nc1ccc(OCC(=O)N2CCOCC2)cc1)Nc1cccc(Cl)c1	-5
CC1(c2ccccc2)NC(=O)N(CC(=O)Nc2nnc(C3CC3)s2)C1=O (stereo not drawn)	0
c1ccc(-c2nnc(-c3ccncc3)o2)cc1	-61
CNC(=O)c1c(NC(=O)c2ccco2)sc2c1CCCC2	-31
CCCCc1nc2ccccc2c(C(=O)O)c1C	-2
CCc1cccc2c3c([nH]c12)C(CC)(CC(=O)O)OCC3 (stereo not drawn)	9
O=C(NCCCCNC(=O)C(F)(F)F)C(F)(F)F	8
O=C(COC(=O)Cc1c[nH]c2ccccc12)NCCc1ccccc1	8
O=C(Nc1ccc(C(F)(F)F)cc1)N1[C@@H]2CNC[C@H]1C2c1ccc(-c2ccc(F)cc2)cc1 (stereo partly drawn)	-5
CC(Sc1nc2ccccc2c(=O)n1C)C(=O)N(C)C1CCCCC1 (stereo not drawn)	15
Cc1noc(C)c1S(=O)(=O)N(C)C[C@@H]1OCc2cnnn2CCCC(=O)N([C@@H](C)CO)C[C@@H]1C	3[25 µM]
O=C(c1cccnc1)N1C[C@@H]2[C@H](c3ccccc31)[C@@H](CO)N2C(=O)Nc1cccc(F)c1	-7[25 µM]
CCn1nnnc1SCC(=O)N1N=C(c2cccs2)CC1c1cccs1 (stereo not drawn)	-16
Cn1cnnc1SCC(=O)c1ccc2c(c1)NC(=O)CO2	16

4 entries from above, as labelled records.
CCCCc1nc2ccccc2c(C(=O)O)c1C
  BL2 CD40 inh: -2

CCc1cccc2c3c([nH]c12)C(CC)(CC(=O)O)OCC3 (stereo not drawn)
  BL2 CD40 inh: 9

O=C(NCCCCNC(=O)C(F)(F)F)C(F)(F)F
  BL2 CD40 inh: 8

O=C(COC(=O)Cc1c[nH]c2ccccc12)NCCc1ccccc1
  BL2 CD40 inh: 8

Next section.
SMILES	BL2 CD40 inh
Cc1ccc(S(=O)(=O)N(C)/N=C2/C(=O)N(CC(=O)O)c3ccccc32)cc1	14
O=C(NCC(c1ccco1)N1CCN(c2ccccc2F)CC1)C1CCCCC1 (stereo not drawn)	0
CCC(C)N(C(=O)CSc1nnc(-c2cccs2)n1C1CC1)C1CCS(=O)(=O)C1 (stereo not drawn)	5
O=C(Cn1cc(C(=O)c2ccco2)c2ccccc21)NC1CCCC1	-7
O=C(COC(=O)c1ccc2c(c1)S(=O)(=O)N=C1CCCCCN12)NCCc1ccc(F)cc1	4
Cc1cc2nc(C)c(Cl)c(=O)n2[nH]1	3
[O-]/C(=C(\C(=S)NCc1ccccc1)[n+]1ccccc1)c1ccc(Cl)s1	-1
O=C(CCN=C1NS(=O)(=O)c2ccccc21)OCC(=O)c1ccccc1	-21
CC(NC(N)=O)C(=O)Nc1ccc(Cl)c(S(=O)(=O)Nc2ccc(Cl)cc2)c1 (stereo not drawn)	3
CCOC(=O)c1cc(S(=O)(=O)N2CCCC2)cn1C	4
Cc1ccc(S(=O)(=O)N2CCC(C(=O)OCC(=O)N(CCC#N)c3ccc(F)cc3)CC2)cc1C	8
CN(C)C(=O)c1cccc(-c2ccc([C@@H]3[C@H](CO)N4CCCCN(Cc5cccnc5)C[C@@H]34)cc2)c1	-20[25 µM]
CO[C@H](CN(C)CC1CCOCC1)[C@H](C)CN(C(=O)Nc1ccc(F)cc1)[C@@H](C)CO	-18[25 µM]
COC(=O)c1c(F)c(F)c(NCCO)c(F)c1F	13
CCCCS(=O)(=O)c1sc2nc(C)cc(C)c2c1N	-1
CCN(CC)CC(=O)N1CCCC(C(=O)c2ccccc2OC)C1 (stereo not drawn)	-13
COc1ccccc1-c1cnc2c(c1)C(=O)N([C@H](C)CO)C[C@@H](C)[C@H](CN(C)C(=O)CC1CC1)O2	5[25 µM]
CC(/C=C/c1ccc2c(c1)OCO2)=N/NC(=O)c1cccnc1	-22
O=C(Nc1nc2ccc(F)cc2s1)C1CC(=O)N(c2ccc3c(c2)OCCO3)C1 (stereo not drawn)	28
O=C(NCCc1ccccc1)c1ccccc1C(=O)NCCc1ccccc1	6

6 compounds already listed, ordered by the value under BL2 CD40 inh, low to high:
SMILES	BL2 CD40 inh
O=C(CCN=C1NS(=O)(=O)c2ccccc21)OCC(=O)c1ccccc1	-21
CCN(CC)CC(=O)N1CCCC(C(=O)c2ccccc2OC)C1 (stereo not drawn)	-13
CCOC(=O)c1cc(S(=O)(=O)N2CCCC2)cn1C	4
CCC(C)N(C(=O)CSc1nnc(-c2cccs2)n1C1CC1)C1CCS(=O)(=O)C1 (stereo not drawn)	5
Cc1ccc(S(=O)(=O)N2CCC(C(=O)OCC(=O)N(CCC#N)c3ccc(F)cc3)CC2)cc1C	8
O=C(Nc1nc2ccc(F)cc2s1)C1CC(=O)N(c2ccc3c(c2)OCCO3)C1 (stereo not drawn)	28

The list goes on.
SMILES	BL2 CD40 inh
CC(C)(C)c1ccc(C(=O)NCC(=O)OCC(=O)NC(=O)NC2CCCC2)cc1	2
CC(=O)c1cc(C#N)c(NCc2cc(-c3ccccc3)no2)nc1C	9
COc1ccccc1NC(=O)/C=C1\NC(=O)CS1	-7
C[C@@H]1CN([C@H](C)CO)S(=O)(=O)c2ccc(-c3cccc(C(=O)N(C)C)c3)cc2O[C@H]1CN(C)C(=O)Nc1ccccc1	0[25 µM]
Cc1ccc(S(=O)(=O)N2CCN(C(=O)COC(=O)/C=C/c3ccc(Cl)cc3)CC2)c(C)c1	-3
COc1cc2ccccc2cc1C(=O)Nc1nnc(-c2ccncc2)o1	24
Cc1ccc(Nc2n[nH]c(=S)s2)cc1	-25
C[C@@H]1CN([C@@H](C)CO)C(=O)c2c(c3ccccc3n2C)-c2ccccc2CO[C@@H]1CN(C)C(=O)Cc1ccccc1	3
COCc1nnc(NC(=O)C2CC(=O)N(c3ccc(C)c(Cl)c3)C2)s1 (stereo not drawn)	1
O=C(c1cc2cc([N+](=O)[O-])ccc2s1)N1CCOCC1	3
COCC(=O)N1C[C@@H]2[C@H](c3ccccc31)[C@H](CO)N2C(=O)C1CC1	0
COc1ccc2c3c([nH]c2c1)[C@H](CO)N(C(C)=O)CC31CCN(C(C)=O)CC1	-6[25 µM]
COc1c(C)cc(C(=O)C2CCCN(C(=O)c3ccc4[nH]ccc4c3)C2)cc1C (stereo not drawn)	-8
CCCN1C[C@H](C)[C@H](OC)CN(C)C(=O)c2cc(NC(=O)NC3CCCC3)ccc2OC[C@@H]1C	0
CC(=O)N(c1ccccc1)C1SC(=O)N(c2ccccc2)C1=O (stereo not drawn)	6
COc1ccc(/C=C/C(=O)OCC(=O)Nc2cccc(S(=O)(=O)NC3=NCCCCC3)c2)cc1	-1
CN(CCc1cnn(C)c1)Cc1cn(C)nc1-c1ccccc1F	13
CC(=O)c1ccc(-c2ccc(C(=O)NC3CCCCCC3)o2)cc1	-24
O=C(Nc1cc2c3c(c1)CC(=O)N3CCC2)c1c(F)cccc1F	-7
FC(F)(F)c1nc2ncc(Cl)cc2[nH]1	7
Cc1ccc(SCc2nnc(NC(=O)c3ccccc3)s2)cc1	5
CCCNC(=O)NC(C)C12CC3CC(CC(C3)C1)C2 (stereo not drawn)	10
O=C(CCCSc1nc2ccccc2[nH]1)N1CCN(c2ccccc2)CC1	8
Cc1nn(CC(=O)NCc2cc3ccccc3[nH]2)c(C)c1[N+](=O)[O-]	0
CC(C)(C)c1ccc(CC(=O)N2CCC2(C)C(=O)NS(=O)(=O)c2cccc(F)c2)cc1 (stereo not drawn)	7
CC(C)N(Cc1nc(-c2ccc3c(c2)OCO3)no1)CC1CCC(=O)N1 (stereo not drawn)	1
COc1ccc(S(=O)(=O)NN=C2CCCCC2)cc1	13
O=C(CN1C(=O)c2ccccc2S1(=O)=O)NCc1ccco1	8
CCOc1ccc2oc(C(=O)NCC(C)(C)CN(C)C)c(C)c2c1	-13
Cc1ccc(S(=O)(=O)N(C)C[C@H]2OCc3cnnn3CCCC(=O)N([C@@H](C)CO)C[C@@H]2C)cc1	1
COc1ccc(OCC(=O)NCCc2c[nH]c3ccccc23)cc1	7
Cc1ccc(C(=O)COC(=O)c2cnccn2)cc1[N+](=O)[O-]	10
CCOc1ccccc1NC(=O)C1CCN(c2ccc(S(=O)(=O)N3CCCC3)cc2)CC1	14
CN(CC(=O)Nc1ccc(F)cc1)CC(=O)N(C)C1(C#N)CCCCC1	7
O=C(OCCN1CCOCC1)c1cccnc1	5
CN(C)S(=O)(=O)c1ccc(-c2csnn2)s1	6
Cc1ccccc1S(=O)(=O)NC(=O)C1(C)CCN1C(=O)c1cccc2ccccc12 (stereo not drawn)	4
CN(C(=O)c1ccncc1)C1CCS(=O)(=O)C1 (stereo not drawn)	11
O=c1oc(-c2ccccc2)nc2ccsc12	-1
O=C(CC1CC1)N1CC(=O)N2[C@H](CO)[C@H](c3ccc(/C=C/c4ccccc4)cc3)[C@@H]2C1	7[25 µM]

Rewritten with the structure last: part of the list above.
BL2 CD40 inh,SMILES
1,CC(C)N(Cc1nc(-c2ccc3c(c2)OCO3)no1)CC1CCC(=O)N1 (stereo not drawn)
13,COc1ccc(S(=O)(=O)NN=C2CCCCC2)cc1
8,O=C(CN1C(=O)c2ccccc2S1(=O)=O)NCc1ccco1
-13,CCOc1ccc2oc(C(=O)NCC(C)(C)CN(C)C)c(C)c2c1
1,Cc1ccc(S(=O)(=O)N(C)C[C@H]2OCc3cnnn3CCCC(=O)N([C@@H](C)CO)C[C@@H]2C)cc1

Next section.
SMILES	BL2 CD40 inh
CCN(CC(=O)Nc1ccc(NC(C)=O)cc1)C(=O)c1ccc(Sc2nncn2C)c([N+](=O)[O-])c1	2
CC1(C)C(=O)N=C2c3ccccc3C(=O)C(=O)C21 (stereo not drawn)	91*[25 µM]
C(=N\Nc1nc(N2CCCC2)nc(N2CCCC2)n1)/c1ccncc1	13
COc1ccc(OC)c(C(O)c2ncc(-c3ccc(C(F)(F)F)cc3)[nH]2)c1 (stereo not drawn)	12
Fc1ccc(-c2nc3c(-c4ccccc4)cnn3cc2CCN2CCOCC2)cc1	11
CN1[C@H](C(=O)N2CCc3ccccc3C2)[C@@H](CO)[C@@H]2Cn3c(ccc(-c4cccnc4)c3=O)[C@@H]21	1[25 µM]
CO[C@@H]1CN(C)C(=O)c2cc(NC(=O)CC(F)(F)F)ccc2OC[C@@H](C)N(CC2CC2)C[C@@H]1C	-3[25 µM]
O=C(CN1CCOCC1)NC1C2CC3CC(C2)CC1C3 (stereo not drawn)	7
CCCNC(=O)N1CC2(CCN(C(=O)c3cccc(F)c3)CC2)c2c([nH]c3cc(OC)ccc23)[C@@H]1CO	4[25 µM]
COc1ccc(NC(=O)N(C)C[C@H]2Oc3ccc(NS(=O)(=O)c4ccc(F)cc4)cc3C(=O)N([C@@H](C)CO)C[C@H]2C)cc1	0
Cc1ccc(SC2=C(C(=O)O)CCCC2)cc1	-2
C=CCC1(O)C(=O)N2C(=C1C(=O)N1CCOCC1)c1ccccc1CC2(C)C (stereo not drawn)	16
Cc1ccc(-n2c(C)nnc2SCC(=O)NNC(=O)c2ccco2)cc1	13
O=C(CCC1CCCC1)N1CCN(C(=O)c2ccco2)CC1	0
CCc1nc2ccc(C(=O)N3CCN(CC)CC3)cc2nc1CC	8
O=C(C1CC1)N1C[C@@H]2[C@H](c3ccccc31)[C@@H](CO)N2C(=O)c1ccccc1F	-8
O=C(O)c1ccc2c(c1)nnn2C1CCCCC1	2
CCN(CC(=O)Nc1ccc2c(c1)OCCO2)CC(=O)Nc1cc(C)on1	5
CCNC(=O)C(=O)c1c(-c2ccccc2)[nH]c2ccccc12	19
CC(=O)N=c1sc2c3ccccc3ccc2n1C	-16
CC(C)NC(=O)N(C)C[C@H]1Oc2ccc(N)cc2C(=O)N(C)C[C@H]1C	-2
COc1ccc(CNC(=O)/C=C/c2ccc(S(=O)(=O)N3CCOCC3)cc2)cc1	8
CN(C)/C=N/c1ncc(-c2ncc(C(F)(F)F)cc2Cl)cn1	-14
C/C(CCc1oc2ccc(Cl)cc2c1-c1ccc(C)o1)=N\O	14
CC(=O)N1CCN(Cc2nc3cc(NC(=O)Nc4ccccc4)ccc3n2C)CC1	-75
Cc1cccc(S(=O)(=O)N2C[C@@H]3[C@H](c4ccccc42)[C@@H](CO)N3C(=O)c2ccccc2)c1	1[25 µM]
O=C(C1CCCCC1)N1CC2(C1)[C@H](c1ccccc1)[C@@H](CO)N2CCC(F)(F)F	16[25 µM]
Cc1ccccc1S(=O)(=O)NCC[C@@H]1CC[C@H](NC(=O)C2CCCC2)[C@H](CO)O1	0
CCN(CCn1cccn1)Cc1nc(-c2ccc(OC)cc2)no1	-6
Cc1ccc(S(=O)(=O)N(C)CC(=O)N2CCOCC2)cc1	6
Cc1cc(-n2c(C)cc(C(=O)COc3ccc([N+](=O)[O-])cc3)c2C)no1	-1
O=C(COC(=O)Cn1cnc2ccccc21)Nc1ccc2c(c1)OCCO2	-1
Cc1sc(-n2c(C)ccc2C)c(C#N)c1C	-1
O=C(C[C@@H]1CC[C@H]2[C@@H](COC[C@@H](O)CN2CC2CCOCC2)O1)NCc1ccc(Cl)cc1	-5[25 µM]
COc1cc(NC(=O)Nc2nc(C(N)Cc3ccc(C(F)(F)F)cc3)cs2)cc(OC)c1OC (stereo not drawn)	-4
CS(=O)(=O)N(Cc1ccccc1)c1ccc(C(=O)N2CCN(c3cccc(Cl)c3)CC2)cc1	-25
O=C(C[C@H]1CC[C@H]2[C@@H](COC[C@H](O)CN2S(=O)(=O)c2ccc(Cl)cc2)O1)NCCN1CCCCC1	20
COc1ccc(S(=O)(=O)N2CCCCC2)cc1NC(=O)c1ccc(N2CCCC2=O)cc1	0
